RAD54 branch – RAD54 (human) branch migration inhibition; Q92698; RAD54 Holliday junction branch migration, FAM/BHQ fluorescence; inhibition, % at 10.4 µM; 360,000 tested, 0.14% active; AID 602329;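 active = mean normalized replicate activity at least 40 and at least half of replicates scoring 40 or more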;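 note: 0% = median of neutral control wells and 100% = median of positive control wells; inhibitors cause a drop in the FAM fluorescence signal; in these data hits start at about 50%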
Target sequence (Q92698 whole entry, looked up): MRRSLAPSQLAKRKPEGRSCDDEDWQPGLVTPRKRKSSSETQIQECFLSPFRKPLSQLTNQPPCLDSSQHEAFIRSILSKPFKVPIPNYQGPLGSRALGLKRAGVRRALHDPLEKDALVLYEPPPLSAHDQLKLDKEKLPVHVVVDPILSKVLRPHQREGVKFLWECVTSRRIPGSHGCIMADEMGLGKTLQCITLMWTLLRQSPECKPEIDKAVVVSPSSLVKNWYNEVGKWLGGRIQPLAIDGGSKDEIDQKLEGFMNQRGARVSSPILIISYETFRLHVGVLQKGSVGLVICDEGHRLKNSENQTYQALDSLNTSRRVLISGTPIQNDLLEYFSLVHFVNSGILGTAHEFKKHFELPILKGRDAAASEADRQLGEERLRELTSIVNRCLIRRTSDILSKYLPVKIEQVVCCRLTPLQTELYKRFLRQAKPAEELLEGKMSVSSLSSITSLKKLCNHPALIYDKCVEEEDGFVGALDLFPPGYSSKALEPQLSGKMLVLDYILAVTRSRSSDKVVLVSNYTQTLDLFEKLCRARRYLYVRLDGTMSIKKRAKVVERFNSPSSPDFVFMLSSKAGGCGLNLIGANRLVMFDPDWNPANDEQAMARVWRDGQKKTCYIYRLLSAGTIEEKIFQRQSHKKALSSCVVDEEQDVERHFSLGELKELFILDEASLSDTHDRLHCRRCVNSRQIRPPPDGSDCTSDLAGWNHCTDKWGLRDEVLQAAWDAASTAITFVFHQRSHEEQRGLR
An asterisk follows results filed as active. The list is partial. The share of hits here may be higher or lower than overall.

Sample of the layout (three entries):
Molecule	RAD54 branch
O=C(Cc1ccc(F)cc1)c1ccc(O)cc1O	-5.7
CCn1c2ccc(/C(C)=N\O)cc2c2cc(/C(C)=N\O)ccc21	4.7
CC(C)C(CCNC(=O)CN1C(=O)c2ccccc2C1=O)c1ccco1 (configuration not stated)	-6.7

This part in full (from the top)
Molecule	RAD54 branch
O=C(Cc1ccc(F)cc1)c1ccc(O)cc1O	-5.7
CCn1c2ccc(/C(C)=N\O)cc2c2cc(/C(C)=N\O)ccc21	4.7
CC(C)C(CCNC(=O)CN1C(=O)c2ccccc2C1=O)c1ccco1 (configuration not stated)	-6.7
CC(C)(C)OC(=O)N1CCN(c2ccc(NC(=O)Cn3nnc(-c4ccccc4)n3)cc2)CC1	-5.9
COc1cccc(CNC(=O)c2nnn(CC(=O)Nc3ccc(C)c(C)c3)c2N)c1	-3.6
Cc1ccc(-c2csc3nc(C)n(-n4c(C)ccc4C)c(=O)c23)o1	-6.0
CCOC(=O)[C@@H]1[C@H]2COc3cc(OC)ccc3[C@H]2N2C(=O)N(c3cccc(Cl)c3)C(=O)[C@]12C	-7.8
COc1ccccc1-c1nc(C(=O)NCC2CCCO2)cc2c1[nH]c1ccccc12 (configuration not stated)	4.1
COCn1c(-c2ccccc2)nc2ccccc21	-4.5
CCOC(=O)c1cnc(SCC(=O)Nc2ccc3c(c2)OCCO3)nc1N	2.2
CC1=C(C#N)C(Nc2cc(C)ccn2)(C(F)(F)F)C(=O)N1 (configuration not stated)	-0.3
CC(C)CN1C(=O)NC(NC(=O)c2cccs2)(C(F)(F)F)C1=O (configuration not stated)	-5.8

Rewritten with each value named: part of the list above
> COCn1c(-c2ccccc2)nc2ccccc21
- RAD54 branch: -4.5

> CCOC(=O)c1cnc(SCC(=O)Nc2ccc3c(c2)OCCO3)nc1N
- RAD54 branch: 2.2

> CC1=C(C#N)C(Nc2cc(C)ccn2)(C(F)(F)F)C(=O)N1 (configuration not stated)
- RAD54 branch: -0.3

> CC(C)CN1C(=O)NC(NC(=O)c2cccs2)(C(F)(F)F)C1=O (configuration not stated)
- RAD54 branch: -5.8

Other compounds follow:
Molecule	RAD54 branch
CC1C/C(=N\NC(=S)NCc2ccccc2)CC(C)(C)C1 (configuration not stated)	-3.7
CCOC(=O)CNc1c(-c2ccccc2)nc2ccc(Cl)cn12	-9.2
COc1ccc(Cl)cc1C(=O)NNC(=S)NC(=O)c1cc(-c2ccc(Cl)cc2)nc2ccccc12	4.2
Cc1cc(Oc2nnnn2-c2ccccc2)ccc1Cl	-1.0
CCN1CCN(Cc2c(O)ccc3c(=O)c(-c4ccc(OC)c(OC)c4)c(C)oc23)CC1	-4.7
CCS(=O)(=O)N1CCN(c2cccc(C)c2C)CC1	2.3
CCCCCCN(C(=O)CCCN1C(=O)NC(c2ccc([N+](=O)[O-])cc2)C(C(=O)OCc2ccccc2)=C1C)C(C)C(=O)NCCCC (configuration not stated)	-3.5
CCn1ncc(/C=N/NC(=O)c2ccc3c(c2)OCO3)c1C	-5.4
COCCN(C(=O)c1ccco1)C(C(=O)NC1CCCC1)c1cccs1 (configuration not stated)	-3.7
Nc1nc(SCc2ccccc2Cl)n[nH]1	5.4
C[C@H]1COC2=C1C(=O)C(=O)c1c2ccc2c1CCCC2(C)C	-3.9
CCSc1nc2n(n1)C(c1cccc(F)c1)C1=C(CCCC1=O)N2 (configuration not stated)	-2.8
CCn1cc(C(=O)OCC(=O)N(C)C2CCS(=O)(=O)C2)c(=O)c2ccc(C)nc21 (configuration not stated)	-6.9
O=C(NCC(c1ccc(F)cc1)N1CCOCC1)c1ccc(Br)o1 (configuration not stated)	-3.8
O=C(COC(=O)c1cccc(S(=O)(=O)NCc2ccccc2)c1)Nc1ccccc1OC(F)F	-5.1
CCc1nnc(NC(=O)c2ccc(S(=O)(=O)N(CCOC)CCOC)cc2)o1	-4.7
CC(C)COc1ccc(C(=O)Nc2scc(-c3ccc(Cl)cc3Cl)c2C(N)=O)cc1	-7.4
Cc1ccc(N=Nc2c(N)n(-c3ccccc3)[nH]c2=O)cc1	-8.9
COCC(=O)Nc1cccc(C(F)(F)F)c1	-15.9
Cc1ccc(-n2c(C)cc(/C=N/NC(=O)CN(c3ccc(C)cc3C)S(C)(=O)=O)c2C)cc1	4.8
CCOc1ccccc1NC(=O)C1CC2CCCC(C1)C2=O (configuration not stated)	-3.6
CC(C)C(c1nnnn1Cc1ccco1)N1CCN(c2cccc(Cl)c2)CC1 (configuration not stated)	6.2
Cn1c(Cl)nc2ccccc21	-1.7
CCc1ccc2c(c1)c(N=NC1=NC(=O)CS1)c(O)n2CC	-5.3
Cc1ccc(N2CN=c3s/c(=C\c4cccnc4)c(=O)n3C2)cc1	2.6
CCc1ccc(C(=O)COC(=O)c2ccc(-c3nnc(-c4ccccc4)o3)cc2)cc1	-4.0
Cc1nc2ccccc2n1CC(O)COCC1CC=CCC1 (configuration not stated)	-9.9
CCn1nnnc1SCC(=O)Nc1cc(OC)cc(OC)c1	5.2
COc1ccc(/C=N/NC(=O)C2CCN(c3ncc(C(F)(F)F)cc3Cl)CC2)cc1	-7.6
O=C(c1cccc(Cl)c1)N1CCN(C2CCCCCC2)CC1	3.5
Cc1sc(-c2ccccn2)nc1OC(=O)c1ccc(Cl)c(Cl)c1	-2.9
COc1ccc(-c2noc(N(C)CC(=O)Nc3cccc(C(F)(F)F)c3)n2)cc1	1.8
CC1Oc2ccccc2C=C1/C=C1/SC(N2CCOCC2)=NC1=O (configuration not stated)	-11.6
COc1cccc2c3c(c(C)nc12)CC(C)O3 (configuration not stated)	1.0
CCN(CCCn1c(=S)[nH]c2ncccc2c1=O)c1ccccc1	4.3
CCn1c(N2CCN(C(=O)C34CC5CC(CC(C5)C3)C4)CC2)nc2ccccc21	-5.7
COC(=O)C1=C(C)N(CC2CC2)C(=NCc2cccc(C(F)(F)F)c2)N[C@H]1c1ccccc1	12.1
CCOCCCNC(=O)C(NC(=O)c1cnccn1)c1ccc(C)cc1 (configuration not stated)	-16.7
O=c1cc(N2CCC3(CC2)OCCO3)[nH]c(=O)n1C1CCCCC1	6.9
CCc1c(C)nc2ncnn2c1Nc1ccc(C)c(C)c1	8.0
Cc1nc(Oc2ccccc2)c2oc3ccccc3c2n1	2.0
CCOC(=O)C1CCCN(C(=O)c2ccc3c(c2)NC(=O)C(N2CCOCC2)S3)C1 (configuration not stated)	-2.1
C=CCOn1c(C)c(C(C)=O)c2c3no[n+]([O-])c3ccc21	4.4
CCOC(=O)CNC(=O)CSc1nc2cccnc2n1Cc1ccccc1	-1.2
Cc1cc(NC(=O)C2CC2)ncc1NC(=O)C12CC3CC(CC(C3)C1)C2	-7.0
CCOc1nc(NCCN2CCOCC2)nc(Nc2ccc(C)cc2)n1	11.6
O=C(Nc1ccc2nsnc2c1)NC1CCCCC1	2.4
O=C(CN1C(=O)NC2(CCCCCC2)C1=O)N1CCC(Cc2ccccc2)CC1	-7.5

(list continues)
SMILES,RAD54 branch
Cc1ccc(-c2csc(N3CCC(NS(=O)(=O)c4ccc5c(c4)OCCO5)CC3)n2)cc1,-4.4
c1cncc(C(c2nnnn2C2CCCCC2)N2CCN3CCCC3C2)c1 (configuration not stated),-6.9
CC(C)(C)n1ncc2c(=O)n(CC(=O)N3CCCc4ccccc43)cnc21,5.7
CCOC(=O)c1cc(C#N)c(Oc2ccccc2OC)nc1-c1ccccc1,-5.0
Cc1cccc(N(C(=O)CNC(=O)c2ccco2)C(C(=O)NC2CCCC2)c2cccnc2)c1 (configuration not stated),-2.1
O=C(NCCCCCNC(=O)c1ccco1)c1ccco1,-3.5
CCOC(=O)c1cnc(SCC(=O)c2ccc(Cl)cc2)nc1N,-2.3
CCOC(=O)CSc1nnc(CSc2nc3sc4c(c3c(=O)[nH]2)CCC4)n1-c1ccccc1,6.6
N=c1n(CCO)c2ccccc2n1Cc1ccccc1Cl,-8.0
CC1CCCN(c2nc3c(c(=O)n(C)c(=O)n3C)n2CCSc2nc3ccccc3s2)C1 (configuration not stated),0.8
O=C(CSc1ccc(Cl)cc1)N1CCN(c2ncc(C(F)(F)F)cc2Cl)CC1,11.4
Cn1cccc1-c1nc2ccc(NC(=O)c3cccs3)cc2[nH]1,-5.9
Cc1ccc(C(C(=O)NC2CCCC2)N(Cc2cccnc2)C(=O)c2snc(C(N)=O)c2N)o1 (configuration not stated),-6.8
O=C(CN1C(=O)CCS(=O)(=O)c2ccccc21)Nc1cccc(Cl)c1,-6.7
COc1ccc(C(C(=O)NC2CCCCC2)N(C(=O)Cc2c[nH]c3ccccc23)c2ccc(NC(C)=O)cc2)cc1OC (configuration not stated),6.3
COc1ccc(C(=O)c2nc3c(n2O)CCCCC3)cc1,-8.5
COCc1c(C(=O)OCC(=O)N2c3ccccc3NC(=O)C2(C)C)oc2ccccc12,-1.7
O=C1NC2(CCCCC2)N=C1c1ccc(Br)cc1,-1.4
Cc1ccc(NC(=O)c2csc(-c3ccccc3)c2C)cc1,9.0
CC1CCCCN1CC(=O)Nc1sccc1C#N (configuration not stated),6.7
COc1ccc(C2=Nc3cccc4cccc(c34)N2)cc1,-4.8
Cc1cc(C)nc(/N=C(\N)Nc2cc([N+](=O)[O-])ccc2C)n1,3.9
O=C(CNc1ccc(Br)cc1)c1ccccc1,-29.1
CCOc1ccc(NC(=O)C2CC(=O)N(c3cc(C)cc(C)c3)C2)cc1 (configuration not stated),-13.3
CCCCn1c(-c2nn(C)cc2Cl)n[nH]c1=S,3.1
Cc1n[nH]c(=S)n1/N=C/c1ccc(OCc2ccc(Cl)cc2)cc1,-9.8
COc1ccccc1Nc1ncccc1C(=O)O,-7.4
CCN(CCCNC(=O)C1CCC(=O)N1C1CCCC1)c1cccc(C)c1 (configuration not stated),-8.6
CCN(C(=O)CSc1nncs1)c1c(N)n(Cc2ccccc2)c(=O)[nH]c1=O,-10.2
CCOC(=O)C1C(=O)CC(C)(O)C(C(=O)OCC)C1/C=C/c1ccccc1 (configuration not stated),2.8
CCc1ccc(N/C(SCc2cccc(F)c2)=C(/C#N)C(=O)NCc2ccco2)cc1,15.4
Cc1cc(C)c2c(-n3cccc3)c(C(=O)NNS(=O)(=O)c3ccccc3)sc2n1,8.4
Cc1ccc(CN(Cc2cc3cc4c(cc3[nH]c2=O)OCCO4)Cc2nnnn2Cc2ccco2)cc1,-5.3
Cn1c(SCC(=O)NCCN2C(=O)CSC2=O)nc2ccccc2c1=O,-8.2
O=C(C(Cc1ccccc1)N1C(=O)C2C3C=CC(C3)C2C1=O)N1CCCCC1 (configuration not stated),-5.1
CCOc1ccc(N2CC(C(=O)Nc3ccc(N4CCOCC4)cc3)CC2=O)cc1 (configuration not stated),-2.4
COC(=O)CN(C(=S)Nc1ccc(F)cc1)C1CC(=O)N(c2ccc(OC)cc2)C1=O (configuration not stated),-2.1
CC(C)CCn1c(CN2CCN(Cc3ccccc3)CC2)nc2c1c(=O)[nH]c(=O)n2C,-6.1
CCN(CC)S(=O)(=O)c1ccc(S(=O)(=O)N2CCC(C(=O)NC3CCN(Cc4ccccc4)CC3)CC2)cc1,10.7
CCOC(=O)C1=C(C)NC(C)=C(C(=O)OCCNC(=O)c2cccnc2)C1c1cccc([N+](=O)[O-])c1 (configuration not stated),-11.7
O=C(Nc1ccc2oc(=O)ccc2c1)c1ccco1,-9.2
O=C(N1CCOCC1)C1(c2ccccc2)CCCCC1,0.5
CCNC(=S)N(Cc1ccc2c(c1)OCO2)C1CC(=O)N(c2ccc(OC)cc2)C1=O (configuration not stated),3.0
CC1=CS(=O)(=O)CC1Sc1ncn[nH]1 (configuration not stated),-0.6
CCOc1cc2oc(=O)c3c(c2cc1Cl)CCC3,-1.0
COc1cc(OC)c(NC(=O)c2c(-c3ccccc3)noc2C)cc1Cl,-2.5
Cc1cc(NC(=O)C2CCN(S(=O)(=O)Cc3ccccc3)CC2)ccc1-n1cnnn1,13.1
CCOC(=O)C1CCN(C(=O)c2n[nH]c(=O)c3ccccc23)CC1,-4.6
N#CC1=C(N)OC2=C(C(=O)CCC2)C1CCc1ccccc1 (configuration not stated),2.9
O=C(CSc1nc2ccccc2c(=O)n1CCC(=O)N1CCCCC1)NCc1ccccc1,-4.9
Cc1nc(SCC#N)c2c3c(sc2n1)CCC3,-1.5
CCCc1cc(-n2cnc3ccccc32)n2c(nc3ccccc32)c1C#N,6.5
S=C1SCN(CCN2CCOCC2)CN1Cc1ccccc1,-6.4
COc1ccc(C)cc1S(=O)(=O)N1CCN(S(=O)(=O)c2cc(C)ccc2OC)C(C)C1 (configuration not stated),0.0
N#CC1=C(N)Oc2c(oc(CO)cc2=O)C12C(=O)Nc1ccc(Cl)cc12 (configuration not stated),11.7
CC(C)Sc1nc(N2CCCC2)c2c(c1C#N)CC(C)(C)OC2,-7.6
Cc1ccccc1N1CCN(C(=O)c2ccccc2NC(=O)/C=C\C(=O)O)CC1,2.7
O=C(Nc1ccc(Cl)c(Cl)c1)N1CC=CCC1,-15.4
CCN(N=Nc1cccc([N+](=O)[O-])c1)c1cccc([N+](=O)[O-])c1,-1.8
CCOC(=O)/C(C#N)=C1/C=CN(c2ccccc2)C=N1,1.4

Additional entries.
SMILES,RAD54 branch
CCN(CC)C(=S)SCC(=O)Nc1cccc(C(F)(F)F)c1,1.3
CCOC(=O)c1nc(C)n(-c2ccc(Cl)cc2Cl)n1,1.1
O=C(/C=C/Nc1cccc([N+](=O)[O-])c1)c1cccs1,-5.4
N/C(=N\OC(=O)Cc1cccc2ccccc12)c1ccccn1,-3.6

Compound activity from PubChem.
